# SARS 3CLpro inh – SARS-CoV 3CLpro protease inhibitors, primary screen, biochemical, quenched FRET; actives 0.14% (n = 290,000); recombinant SARS-CoV 3CLpro, quenched FRET peptide cleavage; Replicase polyprotein 1ab (Severe acute respiratory syndrome coronavirus), P0C6X7; AID 1706, 2009; inhibition, % at 6 µM; in the data active means inhibition above about 12%
# TcdB GH inh – TcdB glycohydrolase inhibitors, primary screen, biochemical, single point, plate reader | Toxin B (Clostridioides difficile), P18177 | TcdB glycohydrolase enzymatic assay | inhibition, % at 9.99 µM | actives 0.24% (n = 350,000) | AID 652162, 2013; in the data active means inhibition above about 10%
# BoNT A protease – BoNT/A light chain protease inhibitors, primary screen, biochemical, flow cytometry, MLPCN library; Botulinum neurotoxin type A light chain protease (Clostridium botulinum A str. ATCC 3502); multiplex microsphere protease substrate cleavage; inhibition, % at 10 µM; actives 0.17% (n = 360,000); further: plate controls were buffer without enzyme for full effect and enzyme alone for no effect
# PfHsp40 yeast – rescue of yeast from PfHsp40 toxicity, primary screen, S. cerevisiae, ATP luminescence. S. cerevisiae expressing PfHsp40, growth rescue. actives 0.68% (n = 340,000). growth rescue, % at 12.5 µM; in the data active means growth rescue above about 28%, passing the limit was not always enough; inconclusive means no clear call, values can overlap the other calls;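 further: yeast W303a lacking pdr1 and pdr3 grown in galactose medium; growth measured after three days at 30 °C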
# PrPC surface inh – inhibitors of human cell surface prion protein PrPC, primary screen, cell-based, TR-FRET. Major prion protein (Homo sapiens), P04156. TR-FRET read-out. inhibition, % at 13.8 µM. actives 0.43% (n = 370,000). AID 720596, 2013; in the data active means inhibition above about 24%; further: 0% = median of the test wells and 100% = reference compound wells
# BH1578 lux ind – inducers of Vibrio cholerae quorum light production without autoinducers, primary screen, BH1578 luxS cqsA deficient, single point | AID 588436, 2011 | V. cholerae BH1578 lux reporter, luminescence, 6 h | actives 0.16% (n = 350,000) | activation, % at 18.7 µM; in the data active means activation mostly above about 9.7%, no sharp cut-off; inconclusive means no clear call, values can overlap the other calls; inactive means mostly below about 3.7%; further: not every result past the cut was called active; inactives centre near 0; reference of the scale not given here
# Anthrax LF inh2 – Bacillus anthracis LF protease inhibitors, primary screen, biochemical, multiplex microsphere, MLPCN library; actives 0.12% (n = 360,000); multiplex microsphere protease cleavage assay; Lethal factor (Bacillus anthracis), P15917; AID 588501, 2011; inhibition, % at 10 µM; further: plate controls were buffer without enzyme for full effect and enzyme alone for no effect
# Target sequence (P15917 whole entry, looked up): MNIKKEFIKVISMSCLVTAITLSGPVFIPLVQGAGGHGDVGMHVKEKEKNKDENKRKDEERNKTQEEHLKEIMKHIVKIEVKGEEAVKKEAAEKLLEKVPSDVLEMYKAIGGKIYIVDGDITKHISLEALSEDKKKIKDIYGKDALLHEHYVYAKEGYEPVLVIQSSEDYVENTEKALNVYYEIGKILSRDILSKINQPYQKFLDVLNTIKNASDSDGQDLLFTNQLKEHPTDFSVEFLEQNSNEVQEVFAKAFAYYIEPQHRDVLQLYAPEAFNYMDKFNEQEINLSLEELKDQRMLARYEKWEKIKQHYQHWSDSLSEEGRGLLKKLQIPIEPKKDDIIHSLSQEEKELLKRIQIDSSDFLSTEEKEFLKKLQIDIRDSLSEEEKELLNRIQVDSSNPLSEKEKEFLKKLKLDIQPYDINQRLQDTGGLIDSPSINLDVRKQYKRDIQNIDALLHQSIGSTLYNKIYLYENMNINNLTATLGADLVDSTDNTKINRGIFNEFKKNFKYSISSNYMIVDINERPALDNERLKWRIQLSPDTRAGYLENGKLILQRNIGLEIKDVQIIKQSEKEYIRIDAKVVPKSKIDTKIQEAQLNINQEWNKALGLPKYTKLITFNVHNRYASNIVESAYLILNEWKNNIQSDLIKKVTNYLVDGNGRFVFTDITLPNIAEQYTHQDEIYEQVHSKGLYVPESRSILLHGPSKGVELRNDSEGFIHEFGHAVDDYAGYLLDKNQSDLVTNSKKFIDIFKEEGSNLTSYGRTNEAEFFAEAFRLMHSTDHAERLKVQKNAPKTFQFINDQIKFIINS
# Yp Topo-I inh – Yersinia pestis topoisomerase I inhibitors, primary screen, biochemical, cleavage product accumulation, plate reader, single point. DNA topoisomerase I (Yersinia pestis CO92). Y. pestis Topo-I cleavage product accumulation. activity, % at 10 µM. actives 0.064% (n = 360,000); in the data active means activity above about 50%, passing the limit was not always enough; inconclusive means no clear call, values can overlap the other calls; further: inactives centre near 2
# PriA SSB inh – inhibitors of Klebsiella pneumoniae PriA binding to SSB C-terminal tail, primary screen, biochemical, AlphaScreen; PriA–SSB C-terminal tail interaction (Klebsiella pneumoniae); AlphaScreen SSBct-PriA binding, biotinylated peptide; inhibition, % at 33 µM; actives 0.6% (n = 430,000); in the data active means inhibition mostly above about 37%, no sharp cut-off; inactive means mostly below about 20%;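 further: plate controls were negative control peptide for no effect and reference peptide for full effect; strong numbers were not always called active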
# * = called active by the depositor; i = inactive; u = inconclusive; x = not tested or not shown; & = joins results of further samples. Unless noted, no stated cut-off is given here; in the data, active means inhibition above about 30%; inconclusive means no clear call, values can overlap the other calls; inactive means below that.
# Values in the order: SARS 3CLpro inh	TcdB GH inh	BoNT A protease	PfHsp40 yeast	PrPC surface inh	BH1578 lux ind	Anthrax LF inh2	Yp Topo-I inh	PriA SSB inh
O=C(NCC(=O)N1CCN(S(=O)(=O)c2ccccc2C(F)(F)F)CC1)c1sc2ccccc2c1Cl
→ x	0.7	-2.0	-0.1	-5	i	0	6	-1
Cc1ccc(NC(=O)c2ccc3snnc3c2)cc1C
→ -3	1.0	-2.0	2.0	8	-2.7	-1	2	-8
NC(=O)N/N=C/c1ccccc1OC(=O)c1cc2ccccc2oc1=O
→ 6	-1.1	-0.4	-0.3	-7	0.2	-4	5	x
O=C(CSc1nnc2c(Cl)cc(C(F)(F)F)cn12)NCc1ccc(F)cc1
→ 1	8.7	-0.6	-1.5	-7	-0.1	-2	-5	11
Cc1oc2c(C)c3oc(=O)c(CCC(=O)NCCCN4CCCC4=O)c(C)c3cc2c1C
→ 3	1.9	-0.4	0.8	-8	-0.4	0	16	-2
COc1cccc(NC(=S)N(CCN(C)C)C(C)c2cccnc2)c1 (stereo unspecified)
→ -3	3.4	-1.5	1.7	-4	i	-5	1	-12
O=C(CSc1n[nH]c(=O)n1C1CC1)c1c[nH]c2ccccc12
→ x	-1.6	0.9	-0.5	5	i	-3	1	-7
CN(C1CCCCC1)S(=O)(=O)c1ccc(NC(=O)C2CCCCC2C(=O)O)cc1 (stereo unspecified)
→ 2	x	0.6	1.7	6	i	1	-5	-11
CN1CCc2c(sc(NC(=O)c3ccc(S(=O)(=O)N4CCOCC4)cc3)c2C(N)=O)C1
→ -2	x	1.2	1.4	x	-0.2	0	18	-17
COc1ccc(-c2nc(NC(C)=O)sc2-c2ccccc2)cc1
→ 5	0.1	-0.6	0.1	-10	i	-5	21	-7
O=C(CCSc1ccccc1)NC1CCCC1
→ 3	x	0.2	-1.3	-4	0.0	-2	-4	-5
Cc1cccc(OCC2=NS(=O)(=O)c3ccccc3N2)c1
→ -2	x	0.4	-0.5	5	i	-7	9	-4
CN(C)c1ccc(C(CNS(=O)(=O)c2ccc(F)cc2)c2c[nH]c3ccccc23)cc1 (stereo unspecified)
→ 5	x	-0.9	3.0	-4	-1.0	-2	-3	67
O=C(c1ccco1)N1CCN(C(=O)c2cnn3c(C(F)(F)F)cc(-c4cccs4)nc23)CC1
→ -3	x	-0.2	-0.7	-22	i	-2	14	-3
S=c1[nH]nc(-c2ccccc2Cl)n1/N=C/C=C/c1ccco1
→ 3	0.3	-3.9	x	0	-0.4	-22	-1	x
O=C(NCC1CCCO1)C(c1cccs1)N(Cc1cccs1)C(=O)Cn1nnc(-c2cccs2)n1 (stereo unspecified)
→ 1	x	1.0	0.6	-2	x	0	35	-9
Cc1cc(C)n(/N=C/c2ccc(O)cc2)c(=O)c1C#N
→ -3	0.1	-0.3	0.2	9	7.3	-1	1	x
COC(=O)c1c(NC(=O)CSc2ncnc3ccccc23)sc(C)c1C
→ x	0.3	-0.3	1.8	10	-0.3	-4	15	-11
CC1(C(=O)Nc2cccc(NS(C)(=O)=O)c2)Cc2c(-c3cccc(C(N)=O)c3)ccnc2O1 (stereo unspecified)
→ x	-0.6	0.2	x	15	-0.4	-2	-3	x
Cc1c(C=C2C(=O)N(C)C(=S)N(C)C2=O)c2ccccc2n1CC(=O)NCC1CCCO1 (stereo unspecified)
→ -3	0.2	2.6	0.5	3	i	-1	-2	7
COC1(OC)C(=N/O)/C(=N\O)CCC1O (stereo unspecified)
→ -3	-0.3	-1.5	-0.2	-3	1.4	-4	-1	x
O=C(CCOc1cccc(Br)c1)Nc1ccc(F)c(S(=O)(=O)N2CCOCC2)c1
→ x	0.6	u	-1.0	4	-0.5	u	18	-20
O=S(=O)(N/N=C\C=C\c1ccccc1)c1ccccc1
→ 3	0.8	-0.3	0.4	-1	i	0	-1	x
O=C(O)c1cc([N+](=O)[O-])cc2c1nnn2O
→ 1	6.9	0.0	-1.1	-54	i	-1	-14	6
COC(=O)CCC(=O)OC1(C)C(=O)C=C2C=C(C3CC3)N(C3CCCC3)C=C2C1=O (stereo unspecified)
→ x	-2.1	0.8	-0.9	-8	8.3	-11	5	-2
Cc1ccc(NC(=O)/C(=C\c2cccc([N+](=O)[O-])c2)NC(=O)c2cccs2)cc1
→ 1	x	-1.3	-0.1	-8	i	-12	0	-8
O=C(CSc1nc(-c2ccccc2)cc(=O)[nH]1)N1CCOCC1
→ -4	x	0.2	-1.1	-8	i	-1	-4	2
O=C(NN=C1CCCCC1)NC1CCCCC1
→ 3	-4.5	-0.4	-0.8	23	-0.4	-3	8	4
CCC(CC)NC(=O)c1cc2c(C)nn(Cc3ccccc3Cl)c2s1
→ 3	x	0.5	1.5	4	-0.3	1	-11	-19
COc1ccccc1NC(=S)NC1CCC(CC2CCC(NC(=S)Nc3ccccc3OC)CC2)CC1 (stereo unspecified)
→ -2	0.3	-0.6	1.0	-4	-0.5	-2	2	0
COc1ccc(CCNC(=O)C(=O)c2c[nH]c3ccccc23)cc1OC
→ 4	2.1	-0.3	-0.3	2	1.2	-8	0	-3
Cc1ccc(S(=O)(=O)NC2CCCCCC2)cc1C(N)=O
→ -1	0.0	0.7	0.6	3	-0.1	-3	-3	-5
COc1c2c(nc3ccccc13)OC(C(C)(O)COC(C)=O)C2 (stereo unspecified)
→ 1	x	0.1	-1.7	4	i	-3	7	1
CC(Sc1nc2c(c(=O)[nH]1)CCCC2)C(=O)Nc1ccccc1C#N (stereo unspecified)
→ 3	1.8	1.9	-0.5	9	-0.4	1	3	-2
O=C(Nc1cccc2[nH]c([C@H]3C[C@H](O)[C@@H](CO)O3)nc12)NC(c1ccccc1)c1ccccc1
→ x	0.4	-0.6	x	1	0.5	-10	11	x
O=C(CCCN1C(=O)C(c2ccccc2)Oc2cccnc21)Nc1ccccc1Cl (stereo unspecified)
→ -4	0.1	-2.5	0.8	0	i	3	26	-19
C[C@H](CO)N1C[C@H](C)[C@@H](CN(C)C(=O)Oc2ccc3ccccc3c2)OCc2cnnn2CCCC1=O
→ x	1.9&0.3	0.0	x	-2	-0.4	-1	13	x
CCN(CC(=O)Nc1ccc(NC(C)=O)cc1)C(=O)C12CC3CC(CC(Cl)(C3)C1)C2
→ -4	-0.3	-0.7	-0.4	0	i	5	-2	4
C=CCN1C(=O)C(=O)N(CC(=O)c2ccc3c(c2)CCCC3)C1=O
→ x	-0.7	-0.8	-0.9	4	-1.3	-6	-2	-6
Cc1csc(SCC(=O)c2c(N)n(CC(C)C)c(=O)n(C)c2=O)n1
→ -3	x	-0.4	-0.3	-1	-0.5	1	-8	-3
Cc1ccc(-c2nc3ccccc3c(=O)n2-n2cccc2)cc1
→ -7	x	-2.5	1.0	-6	-2.9	0	5	-9
CCC(=O)Nc1ccc(C(=O)NNC(=O)Cc2ccccc2)cc1
→ 8	0.1	-0.3	0.3	-1	-0.3	0	-4	-11
CNc1nc(C)c(C(=O)OCc2ccccc2)s1
→ -5	x	1.1	-1.5	8	x	10	10	-11
CCOC(=O)CN1CC23C=CC(O2)C(C(=O)Nc2ccc4c(c2)OCO4)C3C1=O (stereo unspecified)
→ 0	-4.8	-0.1	-0.8	1	1.2	-9	-2	-14
O=C1NC(=O)/C(=C\c2ccc(Cl)cc2Cl)N1
→ x	1.3	0.1	0.3	-4	i	3	2	1
O=C(c1cncs1)N1CCCC(CNS(=O)(=O)c2cccs2)C1 (stereo unspecified)
→ -5	1.4	0.6	-0.8	5	-0.5	3	-3	-10
COc1ccc(C)cc1-n1nnnc1SCc1nc2ccccc2c(=O)[nH]1
→ 6	-1.0	-0.5	0.1	2	-1.3	-2	11	-10
COc1cc(C2CC(=O)Oc3cc(C)c(Br)c(C)c32)cc(OC)c1OC (stereo unspecified)
→ x	0.1	-0.2	0.8	-3	i	-7	38	-4
Cc1ccc(Cc2cnc(N3C(=N)SC(C)C3=O)s2)cc1 (stereo unspecified)
→ 2	x	-1.6	0.3	-4	-0.2	-2	5	-13
Cc1ccc(NC(=O)c2cn(CCC#N)nc2-c2ccc3c(c2)OCCO3)c([N+](=O)[O-])c1
→ -1	0.5	0.1	-0.1	-16	-0.4	-2	17	28
Cc1ccc(NC(=O)c2sc(N)nc2C)cc1
→ -2	-0.7	-1.4	-1.3	-2	-0.6	0	2	-2
CCC1Oc2ccc(C)cc2N(CC(=O)N(Cc2ccncc2)Cc2ccco2)C1=O (stereo unspecified)
→ -1	x	-0.3	1.0	1	-17	-9	4	8
CC(C)(C)NS(=O)(=O)c1ccc(CCC(=O)N2CCCC2)cc1
→ 2	-0.5	-0.7	-2.0	7	i	1	6	-10
O=C(NCc1ccccc1)/C(=C\c1cccc([N+](=O)[O-])c1)NC(=O)c1ccco1
→ x	0.4	-0.5	x	-18	-0.8	-8	-2	x
COc1ccc(S(=O)(=O)Nc2cccc3c2O[C@H](CN(C)C(=O)NC2CCCCC2)[C@@H](C)CN([C@H](C)CO)C3=O)cc1
→ x	0.5&1.0	0.0	21	-9	i	-2	21	-2
O=C1OCC(c2ccccc2)=C1c1ccccc1[N+](=O)[O-]
→ 9	2.0	0.7	-1.9	-11	0.4	-3	-2	7
CCn1ccnc1[C@@H]1C[C@H]2CN(c3ccccc3OC)C(=O)[C@]23CCCN13
→ 3	-0.1	-0.2	-0.7	2	-0.2	-5	3	-9
O=c1cc(CN2CCN(c3ccc(F)cc3)CC2)nc2sccn12
→ -2	x	0.2	5.6	3	x	-3	1	-2
CCOc1ccc(NC(=O)c2cccc(OC(=S)N3CCOCC3)c2)cc1
→ 6	0.5	0.5	-1.8	7	-1.2	4	-3	-10
C=CCNC(=O)NC(=O)COC(=O)/C(C#N)=C/c1cc(C)n(CCC(C)C)c1C
→ 1	x	-0.4	1.3	-9	0.9	-4	-2	0

# A few values from the list.
# PriA SSB inh result of `Cc1ccc(NC(=O)c2sc(N)nc2C)cc1` is entered as -2
# PfHsp40 yeast result of `O=C1OCC(c2ccccc2)=C1c1ccccc1[N+](=O)[O-]` is entered as -1.9

# (next part)
# Values in the order: SARS 3CLpro inh	TcdB GH inh	BoNT A protease	PfHsp40 yeast	PrPC surface inh	BH1578 lux ind	Anthrax LF inh2	Yp Topo-I inh	PriA SSB inh
COc1ccc(CCNC(=O)CCCN2C(=O)c3ccccc3C2=O)cc1
→ 2	0.6	-0.2	-0.1	-3	0.2	-6	3	-3
CCc1nc2ccc(C(=O)NCc3cccs3)cn2c1N(CC)Cc1cccc(Br)c1
→ x	0.5	-0.1	x	4	-0.6	-3	26	x
Cn1c(COc2ccc(Cl)cc2)nnc1SCC(=O)NC1CCCCC1
→ 3	x	0.2	-0.9	8	i	-1	-6	-17
Cc1oc(-c2ccccc2)nc1CS(=O)CC(=O)NC1CCCC1 (stereo unspecified)
→ -4	0.7	-0.1	0.7	-4	-0.3	4	7	-3
O=C(COc1cccc(C(F)(F)F)c1)Nc1ccc(S(=O)(=O)N2CCCC2)cc1
→ 6	1.0	-4.6	2.9	2	-0.2	-4	12	-7
Cc1ccc(-c2nc3ncccc3n2O)cc1
→ -1	-0.5	-0.1	1.0	5	i	-1	1	-12

# Random excerpt: 2 records from the list.
# Values in the order: SARS 3CLpro inh	TcdB GH inh	BoNT A protease	PfHsp40 yeast	PrPC surface inh	BH1578 lux ind	Anthrax LF inh2	Yp Topo-I inh	PriA SSB inh
O=C(COc1cccc(C(F)(F)F)c1)Nc1ccc(S(=O)(=O)N2CCCC2)cc1
→ 6	1.0	-4.6	2.9	2	-0.2	-4	12	-7
Cc1oc(-c2ccccc2)nc1CS(=O)CC(=O)NC1CCCC1 (stereo unspecified)
→ -4	0.7	-0.1	0.7	-4	-0.3	4	7	-3

# Compound activity as filed in PubChem BioAssay.

# Not all compounds are listed (hit frequency here may not be typical).
